# HEK293 tox – cytotoxicity counter-screen for GLP-1 receptor inverse agonists | HEK293 cAMP-luciferase reporter cells, luminescence, 24 h | Potency, µM (top dose mostly 38.3 µM), for the others: at the top dose activity change, negative = inhibition, usual class: inhibitors | actives 0.13% (n = 410,000) | AID 624418;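 also: loss of luciferase light is scored as toxicity; potency is read from the fitted curve at half-maximal effect; % is scaled to controls: 0 for no effect and ±100 for the full control effect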
#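 1536-well qHTS counterscreen of the MLSMR; 200 cells/uL, 12 h pre-incubation, 23 nL cpd, 24 h at 37 deg C 5% CO2, luciferase detection reagent, 12 min RT, luminescence. Inhibition = undesired.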
# D3 ag – activates the human D3 dopamine receptor; P35462; D3R DiscoveRx beta-arrestin cells, luminescence, 90 min; max activation, %; actives 0.58% (n = 410,000); in the data active = max activation above about 30%; also: 0% is about no effect; mostly tested at two doses, the higher about 12 µM
# Target sequence (P35462 whole entry, looked up): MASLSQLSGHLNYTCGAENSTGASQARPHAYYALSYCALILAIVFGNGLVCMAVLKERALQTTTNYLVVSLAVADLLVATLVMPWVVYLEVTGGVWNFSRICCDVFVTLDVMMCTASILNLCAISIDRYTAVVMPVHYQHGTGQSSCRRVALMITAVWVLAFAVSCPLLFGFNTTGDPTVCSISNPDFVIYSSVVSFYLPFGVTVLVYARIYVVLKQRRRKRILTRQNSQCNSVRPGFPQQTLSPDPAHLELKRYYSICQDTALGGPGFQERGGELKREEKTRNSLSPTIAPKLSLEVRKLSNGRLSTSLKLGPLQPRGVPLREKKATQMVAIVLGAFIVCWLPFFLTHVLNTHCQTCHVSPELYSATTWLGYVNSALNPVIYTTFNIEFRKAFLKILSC
#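 Agonist mode: compounds and dopamine controls were applied to plated cells for 90 min at 37 degrees C after an overnight attachment at 1500 cells/well. Luminescent read-out followed 30 - 60 minutes at room temperature with DiscoveRx detection reagent.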
# GLP1R inv ag – inverse agonists of human GLP-1 receptor; P43220; HEK293 GLP-1R CRE-luciferase, luminescence, 24 h; GLP-1R form is constitutively active; Potency, µM (highest dose often 38.3 µM), for inactives: top-dose activity change, negative = inhibition, hits mostly inhibitors; actives 1.6% (n = 410,000); AID 624417; also: potency is read from the fitted curve at half-maximal effect; % is scaled to controls: 0 for no effect and ±100 for the full control effect; nearly all actives have a fitted effect of over 55% in size
# Target sequence (P43220 whole entry, looked up): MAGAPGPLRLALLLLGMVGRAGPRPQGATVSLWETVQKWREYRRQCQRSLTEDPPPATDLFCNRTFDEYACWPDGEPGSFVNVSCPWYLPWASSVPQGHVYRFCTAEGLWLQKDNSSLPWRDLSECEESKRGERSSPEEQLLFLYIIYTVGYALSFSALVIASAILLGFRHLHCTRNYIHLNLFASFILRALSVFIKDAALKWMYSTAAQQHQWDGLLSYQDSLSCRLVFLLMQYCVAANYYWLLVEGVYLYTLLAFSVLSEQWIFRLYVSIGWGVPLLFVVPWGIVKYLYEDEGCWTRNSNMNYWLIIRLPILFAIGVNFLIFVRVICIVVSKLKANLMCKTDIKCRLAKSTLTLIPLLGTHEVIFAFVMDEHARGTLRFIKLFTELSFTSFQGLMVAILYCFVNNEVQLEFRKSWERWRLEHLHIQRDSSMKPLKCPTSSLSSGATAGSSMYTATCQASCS
#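 Inverse agonists were sought by their lowering of basal cAMP reporter luciferase output in HEK293 cells stably carrying constitutively active human GLP-1R, after 24 h compound treatment.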
# The depositor's hits bear a star; ? = inconclusive; [ ] = another dose, or the depositor's remark. Unless noted, calls follow the shape of the dose curve; as a rule, active = well fitted curve in the direction sought with a large enough effect; inconclusive = small, poorly fitted or top-dose-only effect, or another doubt; inactive = no such curve, though single readings can be large; an effect the other way counts as inactive or inconclusive.
# Values in the order: HEK293 tox	D3 ag	GLP1R inv ag
- O=C(CN1C(=O)CCSc2ccc(S(=O)(=O)N3CCCC3)cc21)Nc1cccc(F)c1
→ 1.1%	-8.2	-18.3%
- Cc1cccc(N2CCN(C(=O)c3ccc(NC(=O)c4nsc5ccccc45)cc3)CC2)c1C
→ 3.0%	2.6	-2.1%
- COc1ccc(-c2nc(CNC(=O)NC3CCCCC3)c(C)o2)cc1
→ 25.2%	8.0	-0.7%
- CCOc1ccccc1NC(=O)CSc1nc2cc(OC)c(OC)cc2c2nc(CCn3c(C)nc4ccccc43)nn12
→ 13.1%	-2.7	5.3%
- Cc1cc(C)cc(NC(=O)CC(C)n2nc(C)cc2C)c1 (configuration not stated)
→ 8.8%	8.3	-10.4%
- Cc1ccc(C)c(N2CCN(c3nc4c(S(=O)(=O)c5ccccc5)nnn4c4ccc(Cl)cc34)CC2)c1
→ -12.9%	3.7	6.1%
- Cc1cccc(N2CCN(C(=O)Cc3c(C(=O)O)c(C)cn3C)CC2C)c1 (configuration not stated)
→ 0.0%	2.8	6.6%
- CCn1c(=O)c2sccc2n2c(CCCC(=O)N3CCN(c4cc(C)ccc4C)CC3)nnc12
→ 8.9%	0.9	1.7%
- O=C(NCc1cccs1)c1ccc(CSc2nc3ccncc3n2Cc2ccccc2F)cc1
→ 3.0%	-20.2	?
- CCOc1ccc(NC(=O)Cc2ccc(-n3c(C)nc4cccnc43)cc2)cc1
→ 0.2%	2.4	-4.6%
- Cc1cc(C)cc(Nc2nc3ccccc3n3cnnc23)c1
→ -17.2%	-3.4	32.4%[activator]
- COc1ccc(C(=O)Oc2ccc(C(c3c(C)[nH][nH]c3=O)c3c(C)[nH][nH]c3=O)cc2)cc1
→ -7.4%	2.7	16.4%
- COc1ccc(NC(=O)CN2C(=O)CCc3cc(S(=O)(=O)N4CCOCC4)ccc32)c(OC)c1
→ 1.1%	-0.8	4.3%
- CC1=C(c2ccc(C)c(C)c2)S(=O)(=O)N=C1N1CCC(C(=O)NCc2ccc(Cl)cc2)CC1
→ -13.5%	4.8	?
- COc1cccc(NC(=O)C2CCN(S(=O)(=O)c3ccc4[nH]c5c(c4c3)CCCCC5)CC2)c1
→ -5.2%	4.7	?
- O=C(NCc1ccccc1Cl)C1CCCN(c2ncnc3onc(-c4ccc(F)cc4)c23)C1 (configuration not stated)
→ -9.4%	-7.1	-20.9%
- Cc1cc(-c2ccc(C)c(S(=O)(=O)N3c4ccccc4CC3C)c2)on1 (configuration not stated)
→ -4.7%	-6.3	?
- Cc1ccc(-n2c(=O)c3c(cnn3C)n(CC(=O)Nc3ccc(C)cc3C)c2=O)cc1
→ -7.3%	-13.3	5.1%
- COc1ccc2c(c1)c(=O)c(S(=O)(=O)c1ccc(F)cc1)cn2Cc1ccccc1Cl
→ 0.2%	-11.6	1.4%
- CC(C)(C)c1ccc(-c2noc(CCC(=O)Nc3cccc(Cl)c3)n2)cc1
→ 4.2%	7.4	-21.4%
- COC(=O)c1sccc1S(=O)(=O)N1CCN(c2ccc(Cl)cc2)CC1
→ 2.0%	0.2	-23.5%
- Cc1nn(CC(=O)NC(C)c2ccccc2)c(=O)c2cc3occc3n12 (configuration not stated)
→ 6.0%	-8.8	2.8%
- CCCN(Cc1cccs1)C(=O)Nc1cc(OC)ccc1OC
→ 23.2%	6.0	?
- COCCNC(=O)CCc1c(C)n(C)c2cc(-c3cc(OC)c(OC)c(OC)c3)nn2c1=O
→ -8.6%	0.2	4.8%
- Cc1ccccc1C(=O)N1CC(=O)Nc2ccc(Cl)cc2C1c1ccccc1 (configuration not stated)
→ -7.0%	7.0	?
- COc1ccc(CNC(=O)c2cc3oc4ccccc4c3n2C)cc1OC
→ -10.3%	2.2	?
- COc1cc(NC(=O)Cn2c(=O)n(Cc3ccco3)c(=O)c3oc4ccccc4c32)cc(OC)c1
→ -27.5%	-14.3	?
- NC(=O)c1nc(-c2ccc(F)c(F)c2)nc2c1[nH]c(=O)n2-c1cccc(Cl)c1
→ 2.6%	10.6	6.9%
- O=C(CC1C(=O)OCCN1Cc1ccccc1)Nc1cccc(Cl)c1 (configuration not stated)
→ 7.2%	2.8	-7.6%
- COc1ccc(NC(=O)C(=O)Nc2ccc3nc4n(c(=O)c3c2)CCCCC4)c(OC)c1
→ 5.2%	1.7	-9.3%
- CCOC(=O)c1ccc(NC(=O)CC2C(=O)N(c3ccccc3)C(=O)N2C2CCCCC2)cc1 (configuration not stated)
→ -19.1%	-13.3	?
- Cc1c(C(=O)NCc2ccc(Cl)cc2)sc2nc3n(c(=O)c12)CCC3
→ -12.1%	-8.4	0.2%
- COCCCNC(=O)Cn1cnc2sc(C)c(S(=O)(=O)N3CCC(C)CC3)c2c1=O
→ 2.9%	-6.8	5.2%
- Cc1ccc2nc(CN3CCN(C(=O)Nc4cccc(C)c4C)CC3)oc2c1
→ -3.8%	3.4	-22.7%
- O=C(NCc1ccccc1Cl)c1ccc(CSCc2ccccc2Cl)o1
→ -2.3%	-14.1	?
- COC(=O)c1sc2cccc(F)c2c1S(=O)(=O)NC(C)c1ccccc1 (configuration not stated)
→ -6.8%	1.4	-13.4%
- COc1ccc(CNC(=O)Cc2c(C)c3c(cc(C)c4c(C)c(C)oc43)oc2=O)cc1
→ -2.3%	-11.9	3.5%
- Cc1ccc(-c2nc3sccn3c2Nc2ccccc2C)cc1
→ -2.6%	8.6	?
- CN1c2ccccc2-c2nc(SCC(=O)Nc3ccccc3)ncc2S1(=O)=O
→ -1.3%	-17.6	1.4%
- Cc1c(Cl)cccc1-n1ncc(C(=O)NCc2cccs2)c1C1CCN(C(=O)OC(C)(C)C)CC1
→ -5.3%	3.3	?

# Some of the entries so far, field by field:
Cc1ccccc1C(=O)N1CC(=O)Nc2ccc(Cl)cc2C1c1ccccc1 (configuration not stated)
  HEK293 tox: -7.0%; D3 ag: 7.0; GLP1R inv ag: ?

COc1ccc(CNC(=O)c2cc3oc4ccccc4c3n2C)cc1OC
  HEK293 tox: -10.3%; D3 ag: 2.2; GLP1R inv ag: ?

# The results go on:
# Values in the order: HEK293 tox	D3 ag	GLP1R inv ag
- CCOc1ccc(-c2nnc(SCC(=O)NCc3ccc(C)cc3)nc2-c2ccc(OCC)c(OC)c2)cc1OC
→ 0.4%	2.6	13.6%
- CC1=C(c2ccc(C)cc2)S(=O)(=O)NC1=NCCCN1CCN(c2cc(C)ccc2C)CC1
→ 3.3%	-33.5	-25.5%
- COc1ccc(NC(=O)CCS(=O)(=O)c2nc(-c3cccs3)cc(C(F)(F)F)n2)cc1OC
→ ?	-15.5	?
- O=C(Nc1cccc(Br)c1)N1CCN2CCCCC2C1 (configuration not stated)
→ -2.8%	-9.7	1.9%
- COc1ccc(CNC(=O)c2ccc(Cn3c(=O)c4cccn4c4cccnc43)cc2)cc1OC
→ 6.1%	1.8	16.6%
- Cc1ccc(NS(=O)(=O)c2ccc3c(c2)CCCN3C(=O)C2CCC2)cc1Cl
→ 4.2%	-7.1	?
- Cc1ccc(-n2nnc3c(sc4nc(C)c(C)cc43)c2=O)cc1Cl
→ -0.2%	-3.4	-0.4%
- Cc1oc2ncn(CC(C)C)c(=O)c2c1C(=O)NCCCN1CCCCC1C (configuration not stated)
→ -2.9%	-5.4	-18.8%
- CCOc1ccc(-c2nonc2NC(=O)c2oc3ccc(F)cc3c2C)cc1
→ -9.6%	-14.0	?
- CN1C(=O)Cc2cc(S(=O)(=O)CCC(=O)Nc3cccc(C(F)(F)F)c3)ccc21
→ -0.2%	-9.2	-8.5%
- Cc1ccc(CSC2=Nc3ccccc3C3=NC(CCC(=O)NCc4cccs4)C(=O)N23)cc1 (configuration not stated)
→ -1.2%	1.0	18.9%
- Cc1cc(C)cc(Nc2nc3ccccc3nc2-n2nc(C)cc2C)c1
→ 11.8%	3.8	10.1%
- Cc1ccc(-n2ncc(C(=O)NCCN3CCN(C)CC3)c2C2CCN(C(=O)OC(C)(C)C)CC2)cc1C
→ -5.5%	-3.0	7.1%
- Cc1cc(F)ccc1Nc1nc2ccccc2n2nnnc12
→ -7.2%	2.5	24.0%
- CCOc1ccccc1NC(=O)CN1c2ccccc2S(=O)(=O)c2ccccc21
→ 13.4%	-12.3	-17.8%
- Cc1ccc(C)c(N2CCN(C(=O)C(C)n3c(C)c4cnn(-c5ccccc5)c(=O)c4c3C)CC2)c1 (configuration not stated)
→ -1.5%	-11.5	-3.7%
- CNS(=O)(=O)c1cn(CC(=O)N2CCN(c3cc(C)ccc3C)CC2)cc1S(=O)(=O)NC
→ 3.1%	-11.6	-3.0%
- CCC1CN(C(=O)N2CCC(C(=O)NCc3ccc(N(C)C)cc3)CC2)c2ccccc2O1 (configuration not stated)
→ 0.5%	8.0	-1.6%
- CCOC(=O)c1cccc(NC(=O)NC2COc3ccccc3C2)c1 (configuration not stated)
→ -13.8%	-12.0	?
- CC1CCCc2sc3nc(SCC(=O)c4ccc(Br)cc4)nc(N)c3c21 (configuration not stated)
→ 0.3%	-2.7	-17.0%
- O=C1CN(C(=O)c2ccccc2C(F)(F)F)C(c2ccccc2)c2cc(F)ccc2N1 (configuration not stated)
→ -7.8%	6.5	-13.7%
- Cc1ccc(S(=O)(=O)C(CNC(=O)C(=O)NCCc2ccc(F)cc2)c2cccs2)cc1 (configuration not stated)
→ -9.9%	6.2	1.7%
- CCOC(=O)c1cc2c(=O)n3ccccc3nc2n(Cc2ccco2)c1=NC(=O)c1ccccc1Br
→ 324.0%[activator]	4.1	13.2%
- Cc1cc(C)c2c(=O)cc(C(=O)NCCc3ccc(S(N)(=O)=O)cc3)oc2c1
→ 0.5%	3.1	13.9%
- Cc1oc2cc3oc(=O)c(CC(=O)NCc4ccccc4)c(C)c3cc2c1C
→ -11.2%	13.5	5.6%
- COc1ccc(-n2nc(C(=O)Nc3cccc(C)n3)c3c4ccccc4n(C)c3c2=O)cc1
→ -5.7%	1.7	3.4%
- Cc1ccc(S(=O)(=O)C(CNC(=O)C(=O)NCc2ccccc2C)c2cccs2)cc1 (configuration not stated)
→ 7.5%	4.3	?
- Cc1cccc(NC(=O)CSc2nc(=O)n(CCN3CCOCC3)c3c2CCC3)c1
→ -3.9%	-6.4	14.1%
- Cc1ccccc1-c1nnc(CN2CCN(c3cc(Cl)ccc3C)CC2)o1
→ -4.1%	-22.1	?
- CCOCCCn1c(SCC(=O)Nc2ccc(C)cc2)nc2ccccc2c1=O
→ -12.6%	-4.3	-27.4%
- COc1ccc(N(Cc2cccs2)C(=O)Nc2cccc(Cl)c2)cc1
→ -1.0%	-2.0	10µM*
- COc1ccc(OC)c(CNC(=O)C2CCN(S(=O)(=O)c3ccc4[nH]c(=O)oc4c3)CC2)c1
→ 5.9%	3.1	-1.0%
- CSc1ccc(CCNC(=O)c2ccc(-n3c(C)cc4c3CCC(C)C4)cc2)cc1 (configuration not stated)
→ -1.7%	-16.1	5.3%
- Cc1ccc(C)c(Cn2c(=O)n(CCC(=O)NCc3ccc4c(c3)OCO4)c(=O)c3sccc32)c1
→ 4.6%	2.1	8.0%
- CCCN1C(=O)c2[nH]nc(-c3ccc(F)cc3)c2C1c1ccc(O)c(OCC)c1 (configuration not stated)
→ -4.2%	13.6	7.2%
- Cc1ccc(-n2c(=O)c3c(c4cc(C)ccc4n3C)n(CC(=O)NCc3ccccc3)c2=O)cc1
→ 1.1%	-4.2	4.5%
- O=C(c1ccc([N+](=O)[O-])cc1)N(Cc1ccco1)c1ccccn1
→ 5.3%	4.8	20.3%
- O=C(Nc1ccc2c(c1)N(C1CCCC1)C(=O)c1ccccc1S2)c1ccccc1F
→ 13.6%	-11.2	?
- CCOc1ccc(-c2nnc(SCC(=O)NC3CCCCC3)nc2-c2ccc(OCC)c(OC)c2)cc1OC
→ 0.9%	6.3	9.4%
- O=S(=O)(c1ccccc1)c1nnn2c1nc(NC1CCCCCC1)c1sccc12
→ -8.2%	7.0	11.6%
- COc1ccc(CCNC(=O)C(=O)NCC(c2ccco2)S(=O)(=O)c2ccccc2)cc1OC (configuration not stated)
→ -6.9%	-20.1	7.4%
- COCCCNC(=O)Cn1c(=O)n(-c2cccc(C)c2)c(=O)c2c1c1cc(C)ccc1n2C
→ -18.8%	13.0	-1.8%
- Cn1ncc2c(Nc3cc(C(F)(F)F)ccc3Cl)ncnc21
→ 9.8%	-3.2	1.1%
- CCN(CC)c1cc(C)nc2nc(-c3ccc(C)cc3)nn12
→ -0.6%	5.7	3.8%
- Cc1ccsc1CN(C(=O)c1oc2ccc(Br)cc2c1C)C1CCS(=O)(=O)C1 (configuration not stated)
→ -13.2%	-7.1	?
- Cc1ccc(NC(=O)N2CC=C(c3c[nH]c4ccccc34)CC2)cc1Cl
→ -7.0%	-17.2	?
- O=C(Cn1cc(SCc2cccc(F)c2)c2ccccc21)N1CCCC1
→ -18.0%	-7.0	?
- COc1ccc(-c2cc(C)no2)cc1S(=O)(=O)NC(C)C
→ 15.1%	-1.8	15.7%
- O=C(Cn1c(=O)n(Cc2ccc3c(c2)OCO3)c(=O)c2oc3ccccc3c21)Nc1ccc(F)cc1
→ -11.0%	5.7	0.7%

# Screening results as filed in PubChem.

# Not all compounds are listed; rates above refer to the full screens.
